# sdo1 growth = growth rescue of sdo1-depleted yeast, primary screen, S. cerevisiae, bone marrow failure model | S. cerevisiae sdo1-depleted JHY4D growth rescue, OD600 30 h; stronger effect = higher value; pdr5 snq2 efflux-pump mutant strain | z-score at 10 µM | 140,000 tested, 0.21% active | AID 817, 2007;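 active means z-score above 3 at both the 24 hr and the 30 hr optical density reads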;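 further: z-score against mean and SD of all compound wells on the same plate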
# INS promoter inh = inhibitors of insulin promoter-driven GFP, primary screen, imaging, TRM-6 cells (human fetal islet line), eGFP reporter, cell count; reporter expression induced with tamoxifen; 130,000 tested, 0.9% active; inhibition, % at 2 µM;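 active means inhibition above the mean plus 3 SD, with well images judged a real hit on visual review, cut at about 60% in these data, passing the limit was not always enough; inconclusive means inhibition over the cutoff but images rejected on review; inactive means inhibition not above the cutoff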
# sdo1 growth Rescue 24 h = further read-out of sdo1 growth, marked with its call; z-score; S. cerevisiae sdo1-depleted JHY4D growth rescue, OD600; measured here: growth rescue at 24 h;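 0 is the plate mean of compound wells and units are plate SD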
# Active calls of the source: *; ? = inconclusive; nt = not tested or not shown.
SMILES,sdo1 growth,sdo1 growth Rescue 24 h,INS promoter inh
COc1ccc(CNC(=O)C(NC(C)=O)C(=O)Nc2ccc(OC)cc2)cc1 (configuration not stated),-0.47,-0.83,30
NC(=O)CCSC(=S)N1CCOCC1,nt,nt,-6
COC(=O)c1cc(Nc2cc(C)nc3ncnn23)cc(C(=O)OC)c1,1.6,0.64,-15
Cc1ccc(O)c(NC(=O)c2cc3nc4c(c(C(F)(F)F)n3n2)CCc2ccccc2-4)c1,0.4,0.96,-38
CCOC(=O)c1cc2c(ccn2C)n1Cc1cc(C)ccc1C,-1.5,-1.2,-91
CC1CCC2(CC1)NC(=O)N(CC(=O)c1ccc[nH]1)C2=O (configuration not stated),0.31,-0.4,-6
CCC(C)c1ccc(OCC(=O)Nc2ccc(Cl)cn2)cc1 (configuration not stated),1.4,2,0
Cc1ccc(-c2nn(-c3ccccc3)cc2C(=O)Nc2ccc(C(=O)O)cc2)cc1,nt,nt,47
COC(=O)c1ccccc1Sc1snnc1C,nt,nt,-33
N#Cc1c(C(F)(F)F)cc(-c2ccc(Cl)c(Cl)c2)nc1SCCN1CCOCC1,-1,1.2,nt
COc1ccc(N2CCN(c3oc(-c4ccc(OC)c(OC)c4)nc3C#N)CC2)cc1,-0.48,0,7
O=C(Nc1ccccc1C(=O)NCCCn1ccnc1)c1ccccc1,0.7,0.23,59
Cc1ccc(/C=N/Nc2nnc(Cl)c3ccccc23)cc1,-0.81,-1.1,19
COC(=O)c1ccccc1NC(=S)NC(=O)c1ccc2ccccc2c1,0.05,0.72,11
COc1ccccc1CNc1ccc(N2CCCCC2)cc1,-0.59,-0.95,-70
CSC1=N/C(=C\c2ccc(F)cc2)C(=O)S1,-0.19,-0.06,-20
O=C(Nc1cccc(NC(=O)c2cccs2)c1)c1ccc2c(c1)OCCO2,nt,nt,35
Cn1cc(S(=O)(=O)Nc2cccc(F)c2)c(=O)n(C)c1=O,-0.57,-0.83,nt
O=C1c2ccccc2C(Nc2ccc3c(c2)OCCO3)N1Cc1ccc2c(c1)OCO2 (configuration not stated),-1.4,-1.1,nt
Cc1ccc(NC(=S)N2CCN(C(=O)C3CCCO3)CC2)cc1 (configuration not stated),0.75,0.78,31
CN(C)c1ccc(NC(=O)Nc2ccc3snnc3c2)cc1,1,0.64,nt
C#CCn1c(=NC(=O)c2ccc(S(=O)(=O)N3CCCc4ccccc43)cc2)sc2cc(S(N)(=O)=O)ccc21,0.6,0.98,-68
Cc1nc2nc(SCC(=O)N3CCOCC3)nn2c(C)c1Cc1c(F)cccc1Cl,0.29,0.48,nt
O=C(NC12CC3CC(CC(C3)C1)C2)C1CC(=O)N(c2ccccc2)C1 (configuration not stated),0.47,0.09,-53
C=CCOC(=O)C1=C(C)N(C)C(=O)NC1c1cc2c(cc1Br)OCO2 (configuration not stated),-0.6,-0.83,-22
# Continuation.
SMILES,sdo1 growth,sdo1 growth Rescue 24 h,INS promoter inh
Cc1nc(SCc2ccccc2)c([N+](=O)[O-])[nH]1,0.84,0.47,35
CCC(c1nnnn1C(C)(C)C)N1CCN(c2cc(Cl)ccc2C)CC1 (configuration not stated),-0.79,-0.59,-58
Cc1ccc(S(=O)(=O)N/N=C\c2cc([N+](=O)[O-])ccc2Cl)cc1,0.69,0.32,29
O=[N+]([O-])c1ccc(C2Oc3ccccc3C3CC(c4ccccc4)=NN32)s1 (configuration not stated),-1.7,-1.2,-79
Cn1c(-c2ccccc2Br)n[nH]c1=S,nt,nt,16
CC1(C)CC(=O)c2sc(NC(=O)CN3CCCCC3)nc2C1,-0.78,-1.3,nt
CCCCn1c(=O)[nH]c(=O)c2c1nc(COc1ccc(C#N)cc1)n2CCC,-0.52,-0.44,nt
O=C(/C=C/c1ccc(OC2CSC2)cc1)c1ccc(Cl)cc1,0.33,0.79,-4
COc1ccc2cc(C)c3nnc(SCC(=O)Nc4nc(-c5ccccc5)cs4)n3c2c1,-0.3,1.2,nt
CC1=CCC(C(=O)O)(C(=O)N/N=C/c2cccs2)C(c2ccc(F)cc2)C1 (configuration not stated),-0.13,0.84,6
Cc1c(Br)ccc(NC(=O)COc2ccccc2C(N)=O)c1C,nt,nt,-5
Cc1c(C(=O)Nc2ccccn2)oc2ccccc12,-0.67,-0.73,-23
CC(=O)c1cccc(NC(=O)N2CCC(c3nnc(SCC(N)=O)n3C)CC2)c1,0.73,0.07,nt
N#Cc1nc(-c2ccccc2)oc1N1CCCCC1,0.28,0.39,-6
COc1ccc(C)cc1-n1c(=O)c2ccccc2c2ccccc2c1=O,nt,nt,-122
CC(C(=O)NC1=NCCS1)(C(F)(F)F)C(F)(F)F,0.51,-0.34,0
Cc1cccc(C)c1NC(=O)c1sccc1SCC#N,0.97,1.5,38
CC1(C)Cc2c(sc3nc(SCC(=O)NCc4ccco4)n(-c4ccccc4)c(=O)c23)CS1,-0.29,0.31,64
COc1cc2ccccc2cc1C(=O)OCC(=O)N1CCOCC1,0.38,-0.11,19
Cc1ccc(CNC(=S)Nc2ccc(C)c([N+](=O)[O-])c2)cc1,-0.69,-0.43,-6
COc1ccc(N(C(=O)COc2ccccc2)C2C=CS(=O)(=O)C2)cc1 (configuration not stated),0.25,-0.17,29
Cc1ccc(C2=N/C(=C\N3CCCCC3)C(=O)O2)cc1,-0.8,-0.9,36
COC(=O)CCC(=O)NC(=S)Nc1ccc(S(=O)(=O)Nc2cc(OC)nc(OC)n2)cc1,0.24,-0.16,0
CCOC(=O)C1Cn2c(nc3c(c2=O)C2(CCCC2)Cc2ccccc2-3)S1 (configuration not stated),-1.3,-1.2,nt
Cc1ccc(-c2c(C#N)c(N)n(-c3ccccc3)c(=O)c2C#N)cc1,-0.02,-0.11,nt

# Fetched by compound from the entries so far (6):
SMILES,sdo1 growth,sdo1 growth Rescue 24 h,INS promoter inh
CC1(C)CC(=O)c2sc(NC(=O)CN3CCCCC3)nc2C1,-0.78,-1.3,nt
O=[N+]([O-])c1ccc(C2Oc3ccccc3C3CC(c4ccccc4)=NN32)s1 (configuration not stated),-1.7,-1.2,-79
N#Cc1nc(-c2ccccc2)oc1N1CCCCC1,0.28,0.39,-6
CC1=CCC(C(=O)O)(C(=O)N/N=C/c2cccs2)C(c2ccc(F)cc2)C1 (configuration not stated),-0.13,0.84,6
COC(=O)CCC(=O)NC(=S)Nc1ccc(S(=O)(=O)Nc2cc(OC)nc(OC)n2)cc1,0.24,-0.16,0
CC(=O)c1cccc(NC(=O)N2CCC(c3nnc(SCC(N)=O)n3C)CC2)c1,0.73,0.07,nt

# The main list resumes, repeating the 3 entries before the break.
SMILES,sdo1 growth,sdo1 growth Rescue 24 h,INS promoter inh
COC(=O)CCC(=O)NC(=S)Nc1ccc(S(=O)(=O)Nc2cc(OC)nc(OC)n2)cc1,0.24,-0.16,0
CCOC(=O)C1Cn2c(nc3c(c2=O)C2(CCCC2)Cc2ccccc2-3)S1 (configuration not stated),-1.3,-1.2,nt
Cc1ccc(-c2c(C#N)c(N)n(-c3ccccc3)c(=O)c2C#N)cc1,-0.02,-0.11,nt
O=C(c1cccc(S(=O)(=O)N2CCCCC2)c1)N1CCOCC1,-0.17,-0.72,-182
COc1ccc(N2C3=[N+](CCCC3)CC2(C)O)cc1 (configuration not stated),1.2,1.2,nt
CC1CCCCN1CCn1c(=S)[nH]c2ncccc2c1=O (configuration not stated),0.34,0,62
CCC1C(C#N)=C(SC)NC2=C1C(=O)CC(C)(C)C2 (configuration not stated),-0.29,-0.24,nt
O=C(Cn1nc(CNc2ccc(Cl)cc2)[n+]2c1CCCCC2)c1ccccc1,0.49,0.24,nt
CCN(CCNC(=O)C1CCN(S(=O)(=O)c2cccc3cccnc23)CC1)c1ccccc1,0.26,0.9,-57
N#CCN1C(=S)N=C(Nc2cccc(Cl)c2)C12CCCCC2,-1.2,-0.95,-14
CN1CC(=O)NC1=NC(=O)c1ccc(Cl)c(S(=O)(=O)N2CCCCCC2)c1,-0.44,-0.88,nt
Cc1ccc(-n2nnc3c(=O)n(CC(=O)N4CCOCC4)cnc32)cc1,0.65,-0.07,nt
COC(=O)N/N=C/c1cn(CC(C)COc2ccccc2)c2ccccc12 (configuration not stated),-0.84,-0.36,-17
Cc1nnc(SCC(=O)Nc2ccc(N3CCOCC3)cc2)n1-c1ccccc1,0.65,0.6,-16
CC(C)CN(C(=O)COC(=O)CCN1C(=O)c2ccccc2C1=O)C1CCS(=O)(=O)C1 (configuration not stated),1.4,2.3,nt
CCOc1ccc(C(=O)NC(=S)NCc2cccnc2)cc1,2.5,3.7,-15
CCOc1ccc(N2C(=O)C(CC(=O)Nc3ccc(F)cc3)N(Cc3ccccn3)C2=S)cc1 (configuration not stated),nt,nt,-107
O=c1cc(O)c(-c2cccc(C(F)(F)F)c2)c(Cl)[nH]1,nt,nt,23
CCC(C)NC(=O)C1CCN(c2nc(OC)nc(OC)n2)CC1 (configuration not stated),0.26,-0.3,17
O=C(C1CCC(CNc2c(N3CCCCC3)c(=O)c2=O)CC1)N1CCCCC1 (configuration not stated),0.28,0.04,nt
O=S1(=O)N=C(Nc2nncs2)c2ccccc21,0.9,-0.5,18
COc1ccc(-c2nnc(N3CCC(C)CC3)c3ccccc23)cc1,-1.3,-0.34,-67
Cc1[nH]c2ccc(OC(=O)N3CCOCC3)cc2c1C(=O)OC(C)C,-0.19,-0.51,-46
CC1(C)Cc2noc(N)c2C(C)(C)N1OC(=O)c1cccs1,0.08,0.28,-15
CCOC(=O)C1CCN(C(=O)c2cn(CCOC)c(=O)c3c2c2ccccc2n3C)CC1,-0.8,-1.3,nt
C=CCn1c(COc2ccccc2-c2ccccc2)nnc1SCC(=O)NC(=O)NCc1ccco1,0.1,0.86,11
COc1ccc(OC)c(N/C(C)=C/C(=O)c2ccc(C)o2)c1,0.31,-0.18,?
C=C(C)c1cccc(C(C)(C)NC(=O)NCc2ccc(OC)c(OC)c2)c1,-0.74,-1.1,nt

# An excerpt from above in order of SMILES length, ascending:
SMILES,sdo1 growth,sdo1 growth Rescue 24 h,INS promoter inh
COC(=O)N/N=C/c1cn(CC(C)COc2ccccc2)c2ccccc12 (configuration not stated),-0.84,-0.36,-17
Cc1nnc(SCC(=O)Nc2ccc(N3CCOCC3)cc2)n1-c1ccccc1,0.65,0.6,-16
CN1CC(=O)NC1=NC(=O)c1ccc(Cl)c(S(=O)(=O)N2CCCCCC2)c1,-0.44,-0.88,nt
CCN(CCNC(=O)C1CCN(S(=O)(=O)c2cccc3cccnc23)CC1)c1ccccc1,0.26,0.9,-57

# (cont.)
SMILES,sdo1 growth,sdo1 growth Rescue 24 h,INS promoter inh
COc1ccc(-c2nc(CS(=O)CC(=O)NCCCN3CC(C)CC(C)C3)c(C)o2)cc1OC (configuration not stated),-0.65,-0.97,7
CC1CCN(c2nc3ccccc3n2CC(=O)c2ccccc2)CC1,nt,nt,-55
COc1ccc(C(=O)Nc2cc(C(F)(F)F)ccc2Cl)cc1OC,0.56,0.72,23
N#Cc1nc(-c2ccc(OCc3ccccc3)cc2)oc1NCc1cccnc1,-0.1,0.49,-43
Cc1ccc(C)c(NC(=O)c2oc(=O)c3ccccc3c2-c2ccccc2)c1,-0.86,-0.04,11
O=C(Nc1cccc(C(=O)O)c1)/C(=C\c1ccccc1)NC(=O)c1ccccc1,nt,nt,29
COC(=O)c1ccc(-c2ccco2)n1Cc1ccccc1Cl,-0.74,-0.56,-10
N#Cc1ccc(C(=O)Nc2ccc(S(=O)(=O)NC3=NCCCCC3)cc2)cc1,0.32,-0.15,30
c1ccc2nc3c(nc2c1)c1ccccc1n3CCN1CCOCC1,-0.8,-1.2,61
CCn1c(SCC(=O)NC2CCCCC2)nnc1-c1cc2cccc(OC)c2o1,0.01,0.29,-3
Cc1ccc(C(=O)OCCc2c(C)[nH]n(-c3ccccc3)c2=O)cc1,0.67,-0.34,36
Cc1ccc(NC(=O)CN2CCc3ccccc3C2)cc1,0.04,0,-16
CN1CCN(S(=O)(=O)c2cccc(C(=O)NC3CCCc4ccccc43)c2)CC1 (configuration not stated),1.7,1.3,nt
Cc1cccc(NC(=O)CSc2nnc(CNC(=O)c3ccc(S(=O)(=O)N(C)C)cc3)n2-c2ccccc2)c1,0.72,0.58,50
Cc1cc2oc(=O)c3c(c2cc1OCc1nn[nH]n1)CCCC3,-0.14,-0.12,nt
CC1=CN2C(=N)/C(=C/c3ccc(Sc4ccc(C)cc4)o3)C(=O)N=C2S1,-0.18,0.14,21
Cn1c(=O)c2c(nc(CN3CCN(C(=O)c4ccco4)CC3)n2Cc2ccc(F)cc2)n(C)c1=O,-0.29,-0.5,40
Cc1cccc(C)c1NC(=O)CN(C)c1ccc(C(F)(F)F)cn1,-0.2,-0.46,-81
CCN(CC)S(=O)(=O)c1cccc(NC(=O)c2ccccc2Br)c1,nt,nt,77*
CCOC(=O)c1ccc(NC(=O)N2CC(C)OC(C)C2)cc1 (configuration not stated),0.95,0.5,-31
O=C(Nc1nc2ccc(F)cc2s1)C1CCCO1 (configuration not stated),-0.22,-1.1,11
COc1ccc(NC(=S)NC(=O)c2ccccc2Cl)cc1,nt,nt,29
COc1ccc(OCCNC(=O)/C=C/c2ccccc2)cc1,nt,nt,58
CCOC(=O)c1cnc(SCC(=O)Nc2cc(OC)cc(OC)c2)nc1N,0.11,-0.11,nt
O=C(/C=C/c1ccc(Cl)cc1)N(Cc1ccccc1)C1CCS(=O)(=O)C1 (configuration not stated),0.54,0.78,-88
CC(CN1CCN(C)CC1)OC(=O)c1ccc(Cl)cc1 (configuration not stated),0.38,-0.41,21
CN(N=Nc1ccc([N+](=O)[O-])cc1)c1ccccc1,-1.2,-0.26,42
COc1ccc(OC)c(C2C(C#N)=C(N)Oc3cc(N)ccc32)c1 (configuration not stated),0.67,0.88,37
